# ROMK primary = modulators of human ROMK potassium channel; P48048; Tet-inducible ROMK, thallium flux fluorescence; actives lie on both sides; B-score at 10 µM; 130,000 tested, 2% active;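 active means signal ratio slope over the read window, or its plate-corrected B-score, at least 3 SD from the plate mean, either direction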;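 further: B-score of the F/F0 ratio slope over 7 to 12 s after thallium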
# Target sequence (P48048 whole entry, looked up): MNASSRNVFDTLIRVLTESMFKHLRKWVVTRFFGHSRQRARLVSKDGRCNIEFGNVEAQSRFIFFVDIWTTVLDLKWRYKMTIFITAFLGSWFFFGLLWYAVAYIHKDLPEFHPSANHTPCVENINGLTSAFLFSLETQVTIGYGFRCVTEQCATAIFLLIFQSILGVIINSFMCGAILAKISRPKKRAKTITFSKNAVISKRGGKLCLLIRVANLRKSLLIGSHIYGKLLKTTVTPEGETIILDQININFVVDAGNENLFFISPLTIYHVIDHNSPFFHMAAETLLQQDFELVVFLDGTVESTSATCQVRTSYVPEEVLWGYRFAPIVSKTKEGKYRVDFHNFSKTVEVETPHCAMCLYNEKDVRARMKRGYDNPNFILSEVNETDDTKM
# PPARg SRC2 recr = PPARgamma-driven SRC-2 recruitment agonism | P37231 | PPARgamma LBD-SRC-2 recruitment, biochemical | activation, % at 8 µM | 200,000 tested, 0.34% active | AID 1032; in the data active means activation above about 22%;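 further: 0% = vehicle and 100% = reference agonist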
# S1P3 antag = S1P3 (human) receptor antagonism. CHO S1P3 NFAT-BLA reporter, FRET fluorescence, antagonist mode. inhibition, % at 4.98 µM. AID 485. 170,000 tested, 0.27% active;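 active means inhibition above the plate cutoff, the mean inhibition of test wells on that plate plus 3 SD, cut at about 28% in these data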;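 further: cells challenged with S1P at its EC80 of 0.8 µM; blue over green emission ratio from cleaved BLA substrate after 4 h stimulation; 0% = S1P-stimulated wells and 100% = unstimulated DMSO-only wells; some compounds past the cut are filed as inactive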
# Target sequence (Q99500 whole entry, looked up): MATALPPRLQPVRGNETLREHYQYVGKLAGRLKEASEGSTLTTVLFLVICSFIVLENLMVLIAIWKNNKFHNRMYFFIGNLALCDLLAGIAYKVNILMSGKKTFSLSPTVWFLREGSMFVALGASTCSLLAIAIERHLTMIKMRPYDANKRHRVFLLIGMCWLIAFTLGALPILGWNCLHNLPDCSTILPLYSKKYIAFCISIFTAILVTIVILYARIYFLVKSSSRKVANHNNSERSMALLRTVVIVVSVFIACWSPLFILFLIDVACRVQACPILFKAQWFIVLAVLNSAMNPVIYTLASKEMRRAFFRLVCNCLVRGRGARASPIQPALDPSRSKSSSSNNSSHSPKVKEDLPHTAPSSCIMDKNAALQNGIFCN
# Lmaj promast = reduces viability of Leishmania major promastigotes. resazurin fluorescence viability. inhibition, % at 10 µM. 200,000 tested, 9% active. AID 1063; in the data active means inhibition above about 50%;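 further: promastigotes grown with compound for 44 hours at 28 °C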
# RAM network inh = inhibitors of the yeast RAM network | S. cerevisiae dse1pr::URA3 reporter, 5-FOA growth OD615, 2 d; analog-sensitive cbk1-as2 kinase mutant strain | 190,000 tested, 1.8% active | inhibition, % at 50 µM;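 active means inhibition above a set limit, 3 SD over mean compound inhibition, cut at about 8.4% in these data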;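 further: 0% = DMSO-only wells with no growth and 100% = 10 µM 1-NA-PP1 full growth; inhibition rescues growth on 5-FOA so higher OD means more RAM inhibition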
# TR-FRET SRC-2 ct = flags TR-FRET format artefacts in PPARgamma SRC-2 recruitment agonist screen; TR-FRET artefact counter-screen; hits give high values; TR-FRET ratio at 8 µM; 200,000 tested, 0.4% active; AID 1049; in the data active means TR-FRET ratio above about 2000; further: inactives centre near 1500; reference of the scale not given here
# HMGR II inh = blocks class II HMG-CoA reductase of Enterococcus faecalis; purified E. faecalis HMGR, NADPH absorbance 340 nm kinetic; 190,000 tested, 0.41% active; inhibition, % at 10 µM; AID 1066;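 active means inhibition above a set limit, the median over all tested compounds plus 3 SD, cut at about 9.5% in these data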;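 further: enzyme runs in reverse so mevalonate oxidation gives rising NADPH absorbance; 0% = complete reaction with DMSO and 100% = background rate lacking mevalonate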
# PPARg SRC1 recr = agonists of human PPARgamma SRC-1 coactivator recruitment. 200,000 tested, 0.41% active. AID 631. PPARgamma-SRC-1 coactivator recruitment biochemical assay. activation, % at 8 µM. P37231; in the data active means activation above about 19%;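 further: 0% = DMSO and 100% = reference agonist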
# PPARg SRC3 recr = PPARgamma-driven SRC-3 recruitment agonism. activation, % at 8 µM. P37231. biochemical PPARgamma/SRC-3 coactivator recruitment assay. 200,000 tested, 0.26% active; in the data active means activation above about 23%;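 further: 0% = DMSO and 100% = reference agonist; some compounds past the cut are filed as inactive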
# DTT redox prof = compounds producing H2O2 with reducing agent – biochemical, NIH compound library profiling, artefact control for MLSCN library redox annotation, primary screen. AID 878. 200,000 tested, 0.03% active. activation, % at 10 µM. DTT-dependent redox cycling H2O2, phenol red/HRP absorbance; 100% = 100 µM peroxide control, 0% = buffer;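 active means activation of at least 50% relative to the plate's high and low controls in the primary single-dose screen; inactive means activation below 50%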;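 further: compound incubated with DTT at 0.8 mM final as the reducing agent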
# bIAP inhibitor = blocks bovine intestinal alkaline phosphatase activity; 190,000 tested, under 10 active; inhibition, % at 20 µM; AID 1019; purified bovine IAP, CDP-star luminescence, 30 min;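 active means over 50% inhibition of intestinal alkaline phosphatase at 20 µM in the single-dose screen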
#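 Incubation: 30 min reaction at room temperature / Material: purified bovine intestinal alkaline phosphatase (IAP) enzyme / Input: enzyme at 1/65,000,000 dilution / Dosing: 20 µM single dose / Signal: CDP-star luminescence signal / Reagent: CDP-star chemiluminescent phosphatase substrate, 30 µM final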
# An asterisk follows results filed as active; / = no result given. Hits appear at their usual frequency, and some 13% of all compounds hit somewhere here.
SMILES,ROMK primary,PPARg SRC2 recr,S1P3 antag,Lmaj promast,RAM network inh,TR-FRET SRC-2 ct,HMGR II inh,PPARg SRC1 recr,PPARg SRC3 recr,DTT redox prof,bIAP inhibitor
COc1ccccc1CNC(=O)CNCC1CCCO1 (stereo not drawn),-0.34,5,-28,-8,0.0,1552,-9,2,3,-2.0,2
O=C(CSC1=NCCS1)Nc1ccc(S(=O)(=O)N2CCCCCC2)cc1,/,-5,17,14,0.7,1534,2,2,2,-0.2,45
N#CCCN(Cc1cccnc1)C(=O)c1sc2cc(F)ccc2c1Cl,-0.56,4,-17,41,1.2,1449,0,4,-3,-0.3,-2
COc1ccc(NC(=O)CN2CCN(S(=O)(=O)c3ccc(Cl)cc3)CC2)cc1,/,0,7,21,1.4,1461,5,-1,6,1.9,6
COc1ccc(OC)c(-c2cc(C(=O)N3CCN(c4ncccn4)CC3)c3ccccc3n2)c1,/,-3,10,-9,0.8,1680,-5,7,8,-3.9,9
CC(=O)Nc1ccc(OCC(=O)NC(C)C(C)C)cc1 (stereo not drawn),1.4,9,/,-6,2.4,1674,-3,2,4,-0.8,11
CC(=O)Nc1ccccc1-c1nc2ccccc2nc1OCC(=O)c1ccc(Cl)cc1,/,2,7,-1,5.4,1612,-8,3,4,0.4,-19
O=C(Nc1ccc2c(c1)OCO2)Nc1ccc2c(c1)OCO2,-0.44,7,-22,-5,1.1,1538,-11,-7,4,-1.1,-2
COCCN(CC(=O)NC1CCCCC1)C(=O)CCCC(=O)Nc1ccccn1,0.073,-5,-12,7,1.7,1530,-7,-4,-3,-0.8,-4
CCOC(=O)N1CCN(Cc2cc(=O)oc3cc4c(cc23)CCC4)CC1,-0.44,4,9,3,-0.1,1619,-2,9,-3,0.2,1
CCc1ccc(C2CC(c3ccc(C)cc3)Nc3nc(N)nn32)cc1 (stereo not drawn),/,6,-9,-2,3.4,1765,-2,8,6,-1.8,5
Cc1ccc(-c2cc3nc(-c4ccccc4)cc(N)n3n2)cc1,/,-4,/,4,4.1,1454,-1,0,-6,0.2,-7
CC(C)(C)c1ccc(C(=O)N/C(=C/c2cccs2)C(=O)NCc2ccco2)cc1,/,4,13,22,4.4,1447,-6,-4,1,0.2,15
CCOC(=O)c1c(C)c(C(=O)NCCN2CCOCC2)c(C)n1CC,-0.058,3,-4,-4,-0.4,1557,0,14,-6,-0.1,-3
Cc1cc(-c2ccccc2)nc(N/N=C/c2ccco2)n1,/,7,/,0,0.5,1400,-6,-4,-7,3.3,-1
CC(C)C(NC(=O)OCc1ccccc1)C(=O)NC1CCCCC1 (stereo not drawn),-0.3,1,10,20,0.8,1717,-5,12,1,-0.7,/
COc1ccc2c(c1)C1C=CCC1C(c1cc3c(cc1Br)OCO3)N2 (stereo not drawn),/,-3,/,-1,2.9,1337,1,2,-4,3.4,-1
Cc1[nH]ccc(=O)c1OCc1c(Cl)cccc1Cl,/,6,/,3,1.1,1455,2,0,-9,1.8,14
COC(=O)c1cn(Cc2ccccn2)c(=O)c2ccccc12,-0.044,-5,-6,-4,1.9,1444,3,2,6,-1.4,-9
CS(=O)(=O)Nc1ccc(C2=NN(S(C)(=O)=O)C(c3ccccc3)C2)cc1 (stereo not drawn),1.3,0,10,-6,3.8,1630,0,4,-3,-0.6,-16
O=C(COc1ccccc1)NCCc1cn2ccsc2n1,/,-8,16,-4,-0.9,1608,-4,1,-10,0.3,4
CN1CCN(C(=O)c2ccc(C3SCC(=O)N3Cc3ccco3)cc2)CC1 (stereo not drawn),-0.18,-1,-25,-4,-0.9,1735,-10,3,2,0.0,-4
COc1cc(C(=S)N2CCN(C)CC2)ccc1OCC(=O)NCc1ccccc1,0.36,-12,0,3,-1.5,1429,-1,0,-4,-0.3,-7
COCc1cc(C)nc(OCC(=O)N/N=C/c2cccc(OC)c2)c1C#N,/,1,/,-6,-0.9,1541,-4,-12,5,-3.4,5
Cn1c(=O)c2c(nc(N3CCCCCC3)n2CC(O)COc2ccccc2)n(C)c1=O (stereo not drawn),-0.79,2,-13,-3,4.8,1426,-7,-1,1,2.2,3
CCN1C(=O)N/C(=C/c2ccc(Sc3ccc(C)cc3)o2)C1=O,/,3,/,-11,2.7,1635,-9,4,7,2.2,7
Cc1ccnc(NC(=O)CSc2nnc3c(n2)[nH]c2ccccc23)c1,/,-4,-6,5,1.4,1567,5,0,0,-1.0,-5
COc1cc(C(=O)Nc2nnc(CC(=O)N3CCOCC3)s2)cc(OC)c1OC,/,-4,-32,-1,0.4,1308,2,4,-7,-0.2,-1
O=C(O)c1cccc(-n2cccc2/C=C\[N+](=O)[O-])c1,/,3,10,-4,-0.4,1411,1,1,2,-1.1,-2
O=C(O)CSc1sc(=S)sc1SCC(=O)O,/,-1,-16,-16,-0.3,1471,-6,2,1,0.8,6
CCCS(=O)(=O)N1CCN(C(=O)c2ccc(-c3ccccc3)cc2)CC1,2.1,-12,/,-2,2.2,1569,-16,-2,-7,0.2,0
S=C(NCCC1=CCCCC1)Nc1ccc(Cl)cc1,-0.44,-2,-3,3,2.2,1507,-3,-6,1,1.4,-5
O=C(C1CCC(CNS(=O)(=O)c2cccc3cccnc23)CC1)N1CCc2ccccc21 (stereo not drawn),/,5,/,28,3.3,1787,-7,4,8,-1.3,0
CC(C)CCn1c(SCCc2ccccc2)nc2c1c(=O)[nH]c(=O)n2C,0.5,-5,34,14,7.0,1448,-6,0,1,-0.7,11
CCCN1CCC(=NNC(=O)c2ccc(Br)o2)CC1,0.32,-4,/,-3,0.7,1496,-6,2,16,2.0,1
CC1Cc2ccccc2N1C(=O)Cn1c(=O)oc2cc(S(=O)(=O)N3CCCCC3)ccc21 (stereo not drawn),/,-9,81*,100*,4.4,1534,2,-3,3,-0.8,-7
O=C(Oc1coc(CSc2nnc(NC(=O)c3cccs3)s2)cc1=O)c1ccccc1,/,-3,0,-4,5.0,1508,-2,3,2,-0.1,14
Cc1ccc(NC(=O)c2cc(-n3cnnc3)ccc2Cl)cc1,-0.24,4,/,-9,2.7,1527,-2,-1,-6,-1.1,-11
Cc1ccc(C(=O)c2ccc([N+](=O)[O-])cc2)c(C)c1,/,1,/,-5,-0.4,1443,-7,3,1,-2.7,/
CCS(=O)(=O)N1CCC(C(=O)NCCN2CCN(Cc3ccccc3)CC2)CC1,/,8,-13,18,0.1,1759,-4,4,20,0.3,6

# Arranged by the number under PPARg SRC2 recr (low to high): 3 from the list above
smiles	PPARg SRC2 recr
COc1cc(C(=S)N2CCN(C)CC2)ccc1OCC(=O)NCc1ccccc1	-12
O=C(COc1ccccc1)NCCc1cn2ccsc2n1	-8
O=C(Oc1coc(CSc2nnc(NC(=O)c3cccs3)s2)cc1=O)c1ccccc1	-3

# The results go on:
SMILES,ROMK primary,PPARg SRC2 recr,S1P3 antag,Lmaj promast,RAM network inh,TR-FRET SRC-2 ct,HMGR II inh,PPARg SRC1 recr,PPARg SRC3 recr,DTT redox prof,bIAP inhibitor
CC(CNC(=O)c1cc(Cl)ccc1[N+](=O)[O-])NC(=O)c1cc(Cl)ccc1[N+](=O)[O-] (stereo not drawn),0.21,-4,/,-2,5.5,1339,-1,-2,1,-3.6,0
Cc1ccc(S(=O)(=O)Nc2cc(=O)[nH]c(SCc3ccccc3Cl)n2)cc1,-0.46,2,-4,0,2.1,1478,-1,-4,9,0.3,/
COc1cccc(/C=C/C(=C2/C(=O)N(c3ccccc3)N=C2C)c2ccc(Br)cc2)c1OC,/,5,-11,100*,8.7*,1667,-1,9,-4,2.1,5
CCCCCCCCOC(=O)CCc1c(C)[nH]c(=S)[nH]c1=O,/,7,/,-4,8.8*,1683,4,2,5,0.7,6
Cc1cccc(-n2nnc(C(=O)N3CCc4ccccc4C3)c2N)c1,0.95,8,-18,0,2.9,1584,-1,5,1,0.8,2
O=C(Nc1cccc(F)c1)c1coc(=O)c(Br)c1,/,7,-30,-1,0.2,1692,-5,-4,3,-0.3,13
COc1cccc(NS(=O)(=O)c2ccc3[nH]cc(C(=O)NCCN4CCOCC4)c(=O)c3c2)c1,/,2,-36,-7,0.8,1461,0,-4,-3,2.9,-4
CCN1CCN(C(=S)c2ccc(Cl)c(Cl)c2)CC1,0,-1,/,90*,-0.7,1463,-7,-6,7,1.0,4
O=C(O)CCc1nc(-c2ccc(Cl)cc2)no1,0.49,5,-41,-5,-0.8,1556,-3,-4,4,0.0,3
O=S(=O)(NCc1cccs1)c1cccc(S(=O)(=O)N2CCCCC2)c1,-1.3,-3,22,36,4.1,1437,-7,2,-6,1.1,23
COc1ccc(F)cc1C(=O)C1CCCN(C(=O)Cc2c(C)noc2C)C1 (stereo not drawn),/,-9,-11,1,0.4,1400,1,0,-4,-1.2,0
O=C(COc1ccc(S(=O)(=O)N2CCCCC2)cc1)NCC1CCCO1 (stereo not drawn),0.72,-3,-3,-1,2.3,1744,-5,13,2,0.3,-5
O=C1CSC(c2cn(-c3ccccc3)nc2-c2cc3ccccc3oc2=O)N1Cc1ccccc1 (stereo not drawn),1.6,2,/,61*,5.5,1665,-1,2,0,-0.2,11
Nn1c(SCc2cn3cc(Cl)ccc3n2)nnc1-c1ccncc1,-0.38,-4,-5,-1,1.7,1296,2,3,2,0.4,-11
COc1ccc(-n2ncc3c(=O)n(Cc4c(F)cccc4Cl)cnc32)cc1,0.39,-3,-2,-7,0.9,1351,3,-6,-1,-1.0,1
O=C(c1ccc2c(c1)OCO2)N1CCCC1,/,6,/,-8,0.8,1510,5,4,4,-2.0,-4
CN1CCc2c(sc3c2C(=O)NC(c2ccc(-c4cccc(Cl)c4)o2)N3)C1 (stereo not drawn),/,8,17,68*,-0.8,1595,-6,17,8,-0.1,16
CC(C)=CCN1CCN(Cc2cnc(-c3ccccc3)s2)CC1CCO (stereo not drawn),-0.021,-5,5,27,1.0,1639,-4,0,2,0.9,-12
CCC(=O)N/C(=N\OCc1ccc(F)cc1)c1nonc1NC(=O)CC,/,3,/,-3,3.5,1437,2,2,3,-8.1,5
Cc1oc(-c2ccc(Cl)cc2)nc1CN1CCC(C(=O)N2CCN(Cc3ccccc3)CC2)CC1,/,5,-7,10,1.7,1301,1,-6,0,-0.8,-4
COc1ccc(NC(=O)c2ccc(NCCCN3CCOCC3)c([N+](=O)[O-])c2)cc1,/,-5,1,55*,0.5,1542,-8,0,1,0.4,12
COc1ccccc1-c1nnc(NC(=O)c2cccc(N3C(=O)CCC3=O)c2)o1,-0.22,3,-3,-5,5.1,1572,-2,6,-1,-0.5,-27
CCCNC(=S)NCCN1CCCCC1,0.082,11,/,-8,-0.1,1643,-10,1,5,0.8,1
COc1cccc(C(=O)Nc2ncc3c(n2)CC(C)(C)CC3=O)c1,/,1,-27,-2,2.1,1607,2,-5,3,0.2,7
NC(=O)CCn1c2ccccc2c2ccccc21,-0.39,-6,-25,0,-1.9,1314,0,-9,1,-0.6,-6
